Yfh1-depleted yeast: enhancers of respiration in Yfh1-depleted yeast, dose response, Friedreich's ataxia, plus single-dose screen (AID 1465); S. cerevisiae Yfh1-off respiration, WST-1 reduction, 72 h; higher fold induction means a stronger effect; fold induction at 50 µM, or EC50 in µM where a hit was titrated; hit rate 0.074% among 220,000;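 active means fold induction of absorbance versus untreated yeast above a set limit, then at least 30% activation at any dose in follow-up; inconclusive means repeats straddling the limit, or above it without dose testing; inactive means fold induction below the set limit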;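 further: activators that raise dye reduction in frataxin-depleted yeast; strong numbers were not always called active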
Dengue-2 NS5 capping: Dengue-2 NS5 methyltransferase inhibitors, primary screen, biochemical, confirmation dose response (AID 588689); Dengue-2 NS5 methyltransferase capping enzyme assay, biochemical; higher % means a stronger effect; hit rate 0.3% among 340,000; inhibition, % at 25 µM, or IC50 in µM where a hit was titrated; in the data active means a potency from the dose series; inconclusive means inhibition above about 29% without an active follow-up result
XIAP antagonists: XIAP antagonists, biochemical, IAP family, fluorescence polarization (AID 1018) | XIAP BIR domain, fluorescence polarization peptide displacement; higher % means a stronger effect | displacement, % at 20 µM, or IC50 in µM where a hit was titrated | hit rate 0.007% among 200,000; in the data active means displacement above about 50%; further: a part of the inactive calls stands beside numbers as strong as those of hits
ER stress rescue: rescue of cells from ER stress-induced death, primary screen, 384-well, CSM14.1, thapsigargin, ATP luminescence (AID 1222); CSM14.1 thapsigargin-induced death rescue, ATP luminescence; higher % means a stronger effect; cellular ATP content (survival), % at 20 µM; hits with a dose series show EC50 in µM; 190,000 tested, under 10 active;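 active means EC50 below 50 µM in the dose-response confirmation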;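 further: death triggered by thapsigargin at about 15 µM added after 2 h compound pretreatment; cell ATP read after overnight thapsigargin exposure of roughly 18 to 22 hours; normalized against plate controls of thapsigargin alone and 5% DMSO vehicle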
West Nile virus CPE: West Nile virus antiviral activity, cell-based, CPE readout (AID 1621); hit rate 0.02% among 290,000; one-dose CPE inhibition, % at 10 µM; IC50 in µM for titrated hits; West Nile virus-infected cells, CPE inhibition; higher % means a stronger effect; in the data active means a potency from the dose series; inconclusive means CPE inhibition mostly from about 3.7% at the one dose, without a potency; inactive means the rest, 99 in 100 with CPE inhibition below about 2.2%; further: strong numbers were not always called active
WT yeast gro inh: growth inhibition of WT yeast, mitochondrial fusion screen; mitochondrial fusion phenotypic screen, WT strain; inhibition, % at 10 µM; hit rate 2.1% among 190,000; AID 1362; in the data active means inhibition above about 58%; tested in S. cerevisiae
RSV antiviral HEp-2: RSV antiviral activity via CPE protection, HEp-2 cells, primary 10 µM value included (AID 2391) | one-dose CPE inhibition, % at 10 µM; IC50 in µM for titrated hits | hit rate 0.13% among 310,000 | HEp-2 cells, RSV-induced CPE inhibition; higher % means a stronger effect; in the data active means a potency from the dose series; inconclusive means CPE inhibition mostly from about 23% at the one dose, without a potency; inactive means the rest, 99 in 100 with CPE inhibition below about 21%; further: strong numbers were not always called active
Large T inhibition: TAg ATPase/helicase activity blockers – biochemical (AID 1903); SV40 large T antigen ATPase/helicase inhibition assay; higher % means a stronger effect; one-dose inhibition, % at 20 µM; IC50 in µM for titrated hits; hit rate 0.39% among 310,000; in the data active means a potency from the dose series; inconclusive means inhibition mostly from about 32% at the one dose, without a potency; inactive means the rest, 99 in 100 with inhibition below about 32%; further: strong numbers were not always called active
UTI89 phage lysis: protection from phage-mediated lysis, alamar blue read-out – E. coli UTI89, K1F phage, bacterial capsule biogenesis inhibitors (AID 488966); E. coli UTI89 K1F phage lysis, alamar blue, 2 h; higher % means a stronger effect; inhibition, % at 100 µM; hits with a dose series show IC50 in µM; hit rate 0.02% among 340,000;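 active means phage lysis inhibition, versus mean bacterial control, above a set limit; inconclusive means no clear call, values can overlap the other calls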;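 further: capsule biogenesis inhibitors block K1F phage lysis so surviving cells raise fluorescence; higher fluorescence means more inhibition of phage lysis; actives were called in the ten point dose series up to 300 µM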
WT yeast gro inh mutant strain: also measured in WT yeast gro inh; calls as there; inhibition, %; mitochondrial fusion phenotypic screen, mutant strain inhibition
* hit, by the source's call; i = inactive; u = inconclusive; x = not tested or not shown; [ ] = remark or other dose.

nr	SMILES	Yfh1-depleted yeast	Dengue-2 NS5 capping	XIAP antagonists	ER stress rescue	West Nile virus CPE	WT yeast gro inh	WT yeast gro inh mutant strain	RSV antiviral HEp-2	Large T inhibition	UTI89 phage lysis
1	CCOC(=O)CCNC(=O)N1CCCC(N2CCN(c3ccc(OC)cc3)CC2)C1 (stereo unspecified)	x	2%	x	x	1.4%	x	x	0.8%	18%	-0.8%
2	Cc1ccc(Cn2ncc3c(N4CCN(CC#N)CC4)ncnc32)cc1	i	2%	-5.8%	1.0%	0.3%	-13	6	7.7%	0%	0.0%
3	Cc1ccc(NS(=O)(=O)c2ccc3c(c2)C(=O)c2ccccc2C3=O)c(C)c1	i	-1%	-5.1%	-1.5%	-1.7%	13	2	2.8%	1%	1.4%
4	O=C(CN(Cc1ccccc1Cl)C(=O)c1ccc(CN2CCOCC2)o1)NCc1ccccc1	i	-5%	-5.0%	0.0%	-0.1%	x	x	0.5%	21%	-1.1%
5	C#Cc1ccc([C@@H]2C=C(C(=O)N3CCOCC3)O[C@H](OCc3ccc(CO)cc3)C2)cc1	i	-3%	x	x	-0.8%	x	x	0.5%	5%	0.2%
6	C/C(=N\Nc1cccc(Cl)c1)c1ccc(-n2ccnc2)cc1	i	-7%	1.2%	0.7%	-1.6%	66*	39*	6.2%	4%	-12%
7	FC(F)(F)c1cccc(N2CCc3cn[nH]c32)c1	i	-8%	-5.5%	-2.6%	-0.3%	4	-3	5.5%	11%	0.0%
8	COc1ccc(/C=C/C(=O)c2cc(F)ccc2OC(=O)c2ccccc2)cc1OC	u	-4%	x	x	0.8%	x	x	9.8%	x	2.0%
9	CC(=O)N1CCc2cc(S(=O)(=O)CCC(=O)Nc3c(C)n(C)n(-c4ccccc4)c3=O)ccc21	i	-5%	-3.8%	-1.2%	-0.4%	-11	-7	4.2%	1%	-1.3%
10	COc1ccc(C2=NC(CO)(CO)CO2)cc1	i	-3%	-5.2%	-0.7%	-0.4%	8	16	-0.2%	10%	0.3%
11	O=C(CN(C(=O)c1ccc(Cl)cc1)C1CCCCC1)Nc1ccc(Cl)c([N+](=O)[O-])c1	i	4%	-8.1%	0.6%	-1.0%	57	19	11%	1%	1.0%[50 µM]
12	Cn1c(Cn2c(=O)sc3ccccc32)nnc1SCC(=O)NCc1ccco1	i	-1%	-3.4%	-1.1%	-0.1%	0	2	0.5%	2%	8.9%
13	Cc1ccc(CN2CCN(CC(C)C)C(CCO)C2)s1 (stereo unspecified)	i	5%	-6.5%	0.0%	-1.2%	11	-7	-0.1%	20%	0.0%
14	C=CCNC(=O)COC(=O)c1oc2ccccc2c1CSC1CCCCC1	i	-3%	-8.5%	-0.6%	-0.8%	12	1	3.4%	15%	1.1%[50 µM]
15	CCc1c(C#N)sc(C(N)=O)c1CC	i	-4%	x	x	0.5%	x	x	6.3%	6%	-0.7%
16	NC(=O)c1c(NC(=S)Nc2ccc(F)cc2)sc2c1CCCC2	i	-9%	-5.9%	-0.9%	-0.1%	11	-8	9.0%	19%	-1.3%
17	COc1ccc(Cc2nc(-c3cccc(C)c3)no2)cc1	i	-3%	-3.9%	-0.2%	0.1%	24	3	8.0%	4%	0.3%
18	O=C(c1cnc2n(c1=O)CCS2)N1CCN(C(c2ccccc2)c2ccc(Cl)cc2)CC1 (stereo unspecified)	i	-1%	-2.2%	3.7%	-0.5%	5	-5	5.6%	8%	-1.4%
19	O=C(NCC1CCCO1)c1ccc(CS(=O)(=O)c2ccc(Cl)cc2)o1 (stereo unspecified)	i	5%	-8.2%	-0.9%	-0.1%	14	14	-0.3%	10%	1.9%
20	Cc1ccc(S(=O)(=O)CC(=O)Nc2ccccn2)cc1	x	-5%	x	x	-0.1%	x	x	0.4%	6%	-0.7%
21	CCOC(=O)c1c(C)oc2ccc(OC(=O)c3cccs3)cc12	i	-4%	-5.0%	-3.7%	-0.8%	68*	29*	5.2%	10%	-0.1%
22	O=C(COC(=O)C1c2ccccc2Oc2ccccc21)NC1CCS(=O)(=O)C1 (stereo unspecified)	i	2%	-5.7%	-1.8%	0.5%	11	-2	1.7%	10%	0.2%
23	Cc1ccc(CC(=O)Nc2ccccc2-c2ccccc2)cc1C	i	-1%	-0.8%	11%	-1.8%	43	2	4.9%	8%	0.4%[50 µM]
24	CCC(C)(C)NC(=O)C(c1ccccn1)N(C(=O)c1csnn1)c1ccccc1 (stereo unspecified)	i	-6%	5.6%	0.3%	-1.1%	-20	-9	0.0%	3%	0.4%
25	Cc1ccc(C)c(NC(=O)COC(=O)CC2c3ccccc3CCN2S(=O)(=O)c2ccc(F)cc2)c1 (stereo unspecified)	i	-10%	1.8%	-1.3%	-1.4%	23	-10	1.9%	6%	0.6%
26	O=C(Nc1ccncc1)c1ccccc1[N+](=O)[O-]	i	-11%	-3.0%	-10%	-0.6%	13	5	0.5%	11%	-0.4%
27	CCOC(=O)CNC(=O)c1nn(-c2cccc(OC)c2)c(=O)c2ccccc12	i	0%	-1.4%	1.7%	-0.1%	1	2	1.6%	5%	0.4%
28	CC1Oc2ccccc2N(CC(=O)NCC2CCCO2)C1=O (stereo unspecified)	i	-2%	-2.8%	-1.6%	0.3%	-8	2	0.4%	-2%	-1.1%
29	COc1cc2c(c(OC)c1OC)-c1c(cc3c(c1OC)OCO3)C[C@H](C)[C@@](C)(O)C2	i	-8%	x	x	0.3%	x	x	0.8%	24%	1.9%
30	COc1ccc(C2c3ccsc3CCN2C(C)=O)cc1 (stereo unspecified)	i	2%	x	x	-0.2%	x	x	x	10%	-0.8%
31	Cc1ccccc1/C=c1\s/c(=C\C(=O)C(C)(C)C)[nH]c1=O	i	4%	-1.0%	2.2%	0.4%	-11	20	0.0%	3%	-0.1%
32	CC(C(=O)NCc1cccnc1)N1C(=O)c2ccccc2C1=O (stereo unspecified)	i	-2%	-2.5%	-0.5%	-0.1%	7	-1	0.0%	9%	9.6%
33	Cc1ccc(OCC(=O)NN=C2c3ccccc3-c3ccccc32)cc1	i	-9%	-8.8%	-3.1%	-0.4%	-4	0	0.5%	1%	4.5%
34	CCOc1ccc(NC(=O)c2ccc(F)c(S(=O)(=O)N3CCN(c4ccccn4)CC3)c2)cc1	x	-6%	-4.0%	0.8%	x	-34	-37	1.6%	4%	5.5%
35	O=C(COC(=O)c1ncc(Cl)c(Cl)c1Cl)Nc1cccnc1Cl	x	-7%	x	x	x	x	x	1.5%	1%	-0.3%[50 µM]
36	O=C(NCc1nnc(SCC(=O)N2CCN(c3ccccc3)CC2)o1)c1ccco1	i	2%	-1.8%	-0.4%	-0.1%	3	-9	2.0%	-4%	6.2%
37	O=C(NCc1ccc(F)cc1)C1CCC(CNc2c(N3CCOCC3)c(=O)c2=O)CC1 (stereo unspecified)	i	1%	x	x	0.2%	x	x	1.6%	13%	0.1%
38	O=C(O)C(CCCCN1C(=O)C2C3C=CC(C3)C2C1=O)N1C(=O)C2C3C=CC(C3)C2C1=O (stereo unspecified)	i	-3%	-4.2%	0.3%	0.5%	1	2	1.7%	11%	0.4%
39	Cc1ccc2nc(-c3ccc(N4C(=N)SC5CS(=O)(=O)CC54)cc3)sc2c1 (stereo unspecified)	i	1%	-3.8%	-2.9%	-0.5%	-8	9	2.9%	-1%	8.7%
40	COc1ccc(-c2cc(C(=O)NCCc3ccc(S(N)(=O)=O)cc3)c3ccccc3n2)cc1	i	-1%	-8.5%	-0.8%	-0.2%	-17	14	2.2%	27%	0.3%
41	CC(=O)Nc1ccc(NC(=O)c2ccccc2Nc2ccccc2)cc1	x	-12%	x	x	-0.5%	x	x	4.9%	16%	0.1%
42	NS(=O)(=O)c1ccc(NC(=O)COC(=O)c2cc([N+](=O)[O-])ccc2Cl)cc1	i	3%	x	x	-0.1%	x	x	1.1%	19%	0.2%
43	Brc1ccccc1C1N=C(c2ccccc2)NO1 (stereo unspecified)	x	-11%	x	x	-0.6%	x	x	3.7%	17%	-0.3%
44	O=C(NC(=S)Nc1ccc(S(=O)(=O)Nc2nccs2)cc1)c1ccc(Br)o1	i	4%	-6.4%	2.3%	0.8%	-5	-2	2.8%	31%	-0.1%
45	CN(C(=O)c1ccc(Br)o1)C1CCS(=O)(=O)C1 (stereo unspecified)	x	-6%	x	x	-0.2%	x	x	0.2%	1%	0.2%
46	CC12CCC(C(=O)Nc3ccccc3Cl)(C(Br)C1=O)C2(C)C (stereo unspecified)	i	-6%	-4.5%	-2.1%	-0.3%	1	-7	-1.0%	4%	4.7%
47	COC(=O)c1cc(NC(=O)c2cccnc2)ccc1N1CCOCC1	i	-4%	-7.2%	-1.0%	1.2%	-1	1	0.8%	21%	0.2%
48	O=C(Nc1ccccc1N1CCCCC1)c1ccc(-c2cc(Cl)ccc2Cl)o1	x	-1%	x	x	x	x	x	18%	12%	0.0%
49	Cc1ccc(NC(=O)c2ccc(NS(=O)(=O)c3cccc4cccnc34)cc2)cc1	x	-7%	x	x	0.1%	x	x	49%	6%	0.5%

Record cards (already shown).
CCOc1ccc(NC(=O)c2ccc(F)c(S(=O)(=O)N3CCN(c4ccccn4)CC3)c2)cc1 as listed: Yfh1-depleted yeast: x; Dengue-2 NS5 capping: -6%; XIAP antagonists: -4.0%; ER stress rescue: 0.8%; West Nile virus CPE: x; WT yeast gro inh: -34; WT yeast gro inh mutant strain: -37; RSV antiviral HEp-2: 1.6%; Large T inhibition: 4%; UTI89 phage lysis: 5.5%
Cc1ccc(OCC(=O)NN=C2c3ccccc3-c3ccccc32)cc1 as listed: Yfh1-depleted yeast: i; Dengue-2 NS5 capping: -9%; XIAP antagonists: -8.8%; ER stress rescue: -3.1%; West Nile virus CPE: -0.4%; WT yeast gro inh: -4; WT yeast gro inh mutant strain: 0; RSV antiviral HEp-2: 0.5%; Large T inhibition: 1%; UTI89 phage lysis: 4.5%
Cc1ccc(CN2CCN(CC(C)C)C(CCO)C2)s1 (stereo unspecified) as listed: Yfh1-depleted yeast: i; Dengue-2 NS5 capping: 5%; XIAP antagonists: -6.5%; ER stress rescue: 0.0%; West Nile virus CPE: -1.2%; WT yeast gro inh: 11; WT yeast gro inh mutant strain: -7; RSV antiviral HEp-2: -0.1%; Large T inhibition: 20%; UTI89 phage lysis: 0.0%

Screens: PubChem, several laboratories
